Source: PubChem BioAssay (The Scripps Research Institute Molecular Screening Center)
MITF inh = inhibitors of human MITF. O75030. AlphaScreen MITF homodimerization, bead proximity signal. inhibition, % at 2.6 µM. 0.91% of 650,000 active. AID 1259374; in the data active = inhibition above about 50%;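 note: 0% = vehicle wells with protein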
TEAD-YAP block = TEAD-YAP interaction inhibition. HEK-TIYL cells, TEAD-Gal4/YAP UAS-luciferase luminescence. inhibition, % at 9.12 µM. 1.4% of 640,000 active; in the data active = inhibition above about 32%;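 note: 0% = median of test compound wells and 100% = reference inhibitor wells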
GPR151 ag = activates the human receptor GPR151 | Q8TDV0 | PathHunter beta-arrestin GPR151 cells, luminescence | activation, % at 11.2 µM | 1% of 650,000 active | AID 1508602; in the data active = activation above about 4.9%;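 note: 0% = median of compound wells and 100% = cells with positive control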
FBW7 activator = activators of human E3 ligase FBW7; Q969H0; 0.13% of 650,000 active; AID 1259310; AlphaScreen FBW7–phospho-cyclin E peptide binding, activator screen; normalized activity (activation), % at 26.1 µM; in the data active = normalized activity above about 1.9%;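 note: purified mutant Fbw7 with reduced substrate affinity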
Target sequence (Q969H0 whole entry, looked up): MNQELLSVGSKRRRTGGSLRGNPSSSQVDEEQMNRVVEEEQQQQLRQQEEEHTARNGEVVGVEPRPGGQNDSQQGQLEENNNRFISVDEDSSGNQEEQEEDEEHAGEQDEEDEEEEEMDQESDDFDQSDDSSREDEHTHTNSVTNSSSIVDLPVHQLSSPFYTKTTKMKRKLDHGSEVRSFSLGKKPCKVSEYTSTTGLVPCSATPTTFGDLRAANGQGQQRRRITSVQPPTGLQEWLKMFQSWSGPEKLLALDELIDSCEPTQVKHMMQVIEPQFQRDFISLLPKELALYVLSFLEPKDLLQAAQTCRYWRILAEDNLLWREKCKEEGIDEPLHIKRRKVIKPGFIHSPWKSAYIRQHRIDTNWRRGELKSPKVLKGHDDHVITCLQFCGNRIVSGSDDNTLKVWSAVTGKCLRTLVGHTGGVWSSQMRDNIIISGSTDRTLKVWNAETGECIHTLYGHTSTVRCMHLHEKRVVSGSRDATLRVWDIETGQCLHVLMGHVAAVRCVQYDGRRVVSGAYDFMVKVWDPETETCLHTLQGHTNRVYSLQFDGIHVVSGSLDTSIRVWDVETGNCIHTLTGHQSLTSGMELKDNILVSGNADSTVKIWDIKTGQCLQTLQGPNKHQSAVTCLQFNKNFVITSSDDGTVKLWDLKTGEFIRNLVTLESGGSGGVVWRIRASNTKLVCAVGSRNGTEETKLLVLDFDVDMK
An asterisk follows results filed as active. Rows are unselected. About 3.4% of those tested had a hit in this group.

SMILES	MITF inh	TEAD-YAP block	GPR151 ag	FBW7 activator
CCN1CCN(c2ncnc3c2c(-c2ccccc2)cn3-c2ccc(OC)cc2)CC1	5	-3	-0.2	-0.1
CCOC(=O)c1cnc2c(Cl)cccc2c1NCc1ccccc1	20	-7	0.6	1.1
Cc1ccc(NC(=O)C(=O)NCCc2csc3nc(-c4ccc(F)cc4)nn23)cc1F	14	-5	-1.8	0.2
CC(C)CC(c1nnnn1C1CCCC1)N1CCN(C)CC1 (centres undefined)	-6	2	0.0	-0.2
Cc1ccc(C)c(N(CC(=O)NCCc2ccccc2)C(=O)c2csnn2)c1	-15	-8	1.9	-0.1
CCN1CCC(NC(C)c2ccc(OC)cc2)CC1 (centres undefined)	6	2	2.0	0.1
O=C(Nc1cccc(Cl)c1)/C(=C/c1ccccc1)NC(=O)c1ccco1	13	-2	-1.3	0.9
COc1cccc(CN2CCN(Cc3ccccc3F)C(CCO)C2)c1O (centres undefined)	19	-3	-1.1	0.1
COc1cc(NC(=O)COc2c(C)cc(Cl)cc2Cl)ccc1NC(=O)c1ccco1	13	-7	-1.1	0.8
CCc1ccccc1NC(=O)c1ccc2c(=O)n3c(nc2c1)CCCCC3	9	-11	-0.5	0.1
COC(=O)CC(c1ccc(OC)c(OC)c1)c1ccc(OC)c(OC)c1	-11	-5	-0.5	0.1
COc1cc(-c2nc3sc4c(c3c(=O)o2)CCC(C)C4)cc(OC)c1OC (centres undefined)	-9	-6	1.1	-0.1
COc1cccc(C2=N/C(=C\c3cc(OC)c(OC)cc3OC)C(=O)O2)c1	0	12	0.2	-0.1
CC(C)c1ccc(OCC(=O)Nc2ccc(Cl)c(Cl)c2)cc1	3	-2	-1.6	0.0
CCN(CC)C(=O)/C(=C\c1cc(OC)c(OC)c(OC)c1)n1ccccc1=O	-7	-5	-1.6	0.0
O=C1NC(=O)c2ccc3c4c(ccc1c24)C(=O)N(c1ccccc1)C3=O	-2	-2	-0.3	-0.1
O=C(NCCCn1ccnc1)c1cc(-c2cccs2)on1	-1	-166	-0.1	-0.1
O=C1NC(=Nc2ccccc2)S/C1=C/c1ccc(OC(=O)c2ccc(Cl)cc2)cc1	-2	-8	-0.5	0.2
COc1cccc(NC(=O)c2ccccc2I)c1	3	-20	0.3	0.0
O=C1c2ccccc2-c2ccc(Br)cc21	1	-10	-0.7	0.0
COCc1cc(C)nc(SCC(=O)Nc2ccc([N+](=O)[O-])cc2O)c1C#N	7	4	-1.4	-0.2
O=[N+]([O-])c1cccc(-c2csc(=Nc3cccc(C(F)(F)F)c3)n2Cc2ccccc2)c1	15	10	0.5	-0.3
CC(=O)Nc1c(C#N)c(-c2ccc(Cl)cc2)nn1C(C)(C)C	11	9	0.5	0.1
Cc1ccc(-c2nnc(N)s2)cc1	-14	-8	-2.1	0.0
CON1C(=O)CN(C(=O)c2ccccc2)C1c1ccc(Cl)cc1Cl (centres undefined)	8	-8	2.8	0.6
O=C(/C=C/c1cccc(Br)c1)c1ccc[nH]1	12	-48	0.3	0.1
COc1ccc(NC(=O)C2=C(C)NC(=S)NC2c2ccc(N(C)C)cc2)c(OC)c1 (centres undefined)	19	4	1.4	-0.2
O=C(NCc1cccs1)c1ccc(=O)[nH]c1	5	1	-1.8	0.0
COc1cc(C(=O)Nc2ccc(C)c(C(=O)O)c2)ccc1OC(C)=O	12	2	-2.5	0.4
COc1ccc(S(=O)(=O)N2Cc3ccccc3CC2C(=O)Nc2cccc3ccccc23)cc1 (centres undefined)	8	-4	0.1	0.1
O=C(NC1CCCC1)c1nc2c(nnn2Cc2cccc(Cl)c2)c(=O)[nH]1	9	5	-1.4	0.0
COc1ccc(CN2CCN(C3CCCCC3)C(CCO)C2)cc1OC (centres undefined)	12	8	-0.4	0.1
COc1cc2nc(Nc3cnccn3)nc(Nc3cc(OC)c(OC)c(OC)c3)c2cc1OC	15	33*	1.5	0.0
CC(Oc1ccccc1F)C(=O)Nc1cccnc1 (centres undefined)	3	5	-1.6	0.2
Clc1cccc(Nc2nc3ccccc3n3cnnc23)c1	-6	0	0.3	-0.1
CCOC(=O)CC(=O)CSc1nc2c(sc(=S)n2-c2ccc(C(=O)OCC)cc2)c(=O)n1-c1ccc(F)cc1	2	-10	0.9	-0.1
CCOC(=O)c1c(NC(=O)COc2ccc(F)cc2)sc(C(=O)Nc2ccccc2)c1C	9	-9	0.7	0.4
O=[N+]([O-])c1nn(-c2cccc(Cl)c2)n(O)c1=Nc1ccc(Br)cc1	6	4	-1.1	0.3
CN(CCc1cn[nH]c1)C1CCN(c2ccc(CC(=O)NCc3ccccc3)cc2)CC1	-1	9	-0.7	0.5
COc1ccc(Nc2ncnc3c2c(-c2ccccc2)cn3-c2cccc(Cl)c2)cc1Cl	5	4	0.6	0.0
COc1cccc(C(=O)Nc2cc(Cl)ccc2C(=O)O)c1	-4	-1	0.6	0.0
COc1cc(NC(=O)CSc2nnc(Nc3ccc(C)cc3)s2)c(C)cc1[N+](=O)[O-]	3	23	0.7	0.1
Nc1nonc1C(=O)NCc1cccnc1	12	1	0.2	0.0
O=c1c2cc(NC(=S)NCc3ccccn3)ccc2nc2n1CCCCC2	-1	-9	-0.3	-0.2
N#CC1(N2CCOCC2)CCCCC1	-5	-4	2.8	-0.1
COCCNc1c(-c2ccc(F)cc2)nc2cccc(C)n12	-5	-16	0.2	0.0
COc1ccc(CN2CCC(CNC(=O)c3cc(C(C)(C)C)[nH]n3)CC2)cc1	-7	-9	1.3	0.0
COc1ccc(C(=O)Nc2sc3c(c2C(N)=O)CCCC3)cc1Br	-10	-46	-0.3	-0.1
Cc1cccc(-n2nnc(C(=O)NCCc3ccc(Cl)cc3)c2N)c1	-3	1	3.4	-0.1
COc1ccccc1NC(=O)Cn1cnc2sc(C(=O)Nc3cc(C)ccc3OC)c(C)c2c1=O	23	-4	1.0	1.5
O=C(CSc1cn(CCNC(=O)c2ccc(F)cc2)c2ccccc12)Nc1ccc(F)cc1	18	10	-0.7	0.0
COc1cccc(C(=O)OCC(=O)COC(=O)c2cccc(OC)c2)c1	10	-2	-0.7	0.1
COc1ccc(C(CC(=O)NCc2cccs2)N2Cc3ccccc3C2=O)cc1OC (centres undefined)	-20	3	-0.1	0.1
CC12CCC(C(=O)O)(CC1=O)C2(C)C (centres undefined)	-3	-2	-1.0	1.0
O=C(CCC1CCCCC1)Nc1ccccc1O	7	-61	-1.4	-0.2
N#CC1=C(N)Sc2ccc(F)cc2C12C(=O)NC1=C2C(=O)c2ccccc21 (centres undefined)	-13	0	-0.6	-0.1
Cc1ccc(C(=O)N2CCn3c(nnc3C3CC3)C2)c(=O)[nH]1	10	6	0.1	0.1
COc1cc(C(=O)N2c3ccccc3Sc3ccc(C(F)(F)F)cc32)cc(OC)c1OC	-12	3	0.8	0.0
CC(=O)Nc1ccc(NC(=O)COC(=O)COc2ccc3ccccc3c2)cc1	-6	-1	-0.9	-0.1
Cc1ccc(S(=O)(=O)Nc2ccc(F)c([N+](=O)[O-])c2)cc1C	5	1	1.3	-0.1
(list continues)
SMILES	MITF inh	TEAD-YAP block	GPR151 ag	FBW7 activator
COc1cc(Cl)c(S(=O)(=O)N2CCN(Cc3ccccc3)CC2)cc1Cl	11	5	6.5*	0.1
O=C(CN1CCN(S(=O)(=O)c2ccc(F)cc2)CC1)Nc1ccccc1C(F)(F)F	6	6	0.4	-0.1
COC(=O)COc1c(Cl)cc(C=O)cc1Br	7	4	-0.8	0.4
Nc1nnnn1/N=C/c1ccc(-c2cccc(Cl)c2)o1	-5	-27	0.1	0.2
Nc1sc(-c2ccccc2)cc1C(=O)N/N=C/c1ccncc1	5	-18	-1.3	-0.1
O=C(NN1C(=O)C2CCCCC2C1=O)c1ccc(O)cc1 (centres undefined)	-3	9	0.7	-0.1
CC1CCCCN1c1nc(-c2ccc(Br)cc2)nc2ccccc12 (centres undefined)	5	-8	-2.0	0.5
O=C1O[C@@H]2C[C@H]3C[C@@H]2[C@@H]1[C@H]3C(=O)N1CCN(c2ccccc2)CC1	-1	0	1.3	0.0
CSCCC(NC(=O)c1ccc(Cl)cc1Cl)C(=O)OCc1c(C)noc1C (centres undefined)	1	5	-0.4	0.1
Cc1ccc(CN2c3cccc4cccc(c34)S2(=O)=O)cc1	-4	3	0.2	0.5
CCc1cccc(CC)c1NC(=O)c1cc(S(=O)(=O)N2CCN(c3ccccc3OC)CC2)ccc1F	7	-3	0.6	-0.1
COc1ccccc1NC(=O)c1ccccc1Br	-9	-8	2.5	-0.1

Only TEAD-YAP block and FBW7 activator (six entries from above):
mol	TEAD-YAP block	FBW7 activator
CC1CCCCN1c1nc(-c2ccc(Br)cc2)nc2ccccc12 (centres undefined)	-8	0.5
O=C1O[C@@H]2C[C@H]3C[C@@H]2[C@@H]1[C@H]3C(=O)N1CCN(c2ccccc2)CC1	0	0.0
CSCCC(NC(=O)c1ccc(Cl)cc1Cl)C(=O)OCc1c(C)noc1C (centres undefined)	5	0.1
Cc1ccc(CN2c3cccc4cccc(c34)S2(=O)=O)cc1	3	0.5
CCc1cccc(CC)c1NC(=O)c1cc(S(=O)(=O)N2CCN(c3ccccc3OC)CC2)ccc1F	-3	-0.1
COc1ccccc1NC(=O)c1ccccc1Br	-8	-0.1

Next structures follow.
SMILES	MITF inh	TEAD-YAP block	GPR151 ag	FBW7 activator
CC1(c2ccccc2)OCCCO1	12	1	-0.9	0.2
COCC(=O)N(Cc1cc2ccccc2[nH]c1=O)c1cccc(C)c1	7	2	-0.3	0.0
COc1cc(N2C(=O)C3C4C=CC(C4)C3C2=O)cc(OC)c1OC (centres undefined)	5	-6	-0.1	-0.1
OCCN1CCN(c2cc(-c3cccc(Cl)c3)ncn2)CC1	7	-2	1.4	-0.5
O=S(=O)(/N=C(\Nc1nc2ccccc2[nH]1)c1ccccc1)c1ccc(F)cc1	5	-60	-1.7	0.2
Cc1ccc(C2C(C#N)=C(SCC(=O)Nc3cccc(Cl)c3)NC3=C2C(=O)CCC3)o1 (centres undefined)	13	-34	0.1	-0.2
COCCn1c(C)cc(/C=C2\SC(=S)N(Cc3ccco3)C2=O)c1C	10	7	-0.5	0.3
Cc1cc2nc3c(nc2cc1C)-c1ccccc1C3=O	2	33*	-0.6	0.0
Cn1c(Nc2cc(NCCO)ncn2)nc2ccccc21	9	2	-0.9	-0.2
CCn1c(CNC(=O)c2ccc(OC)cc2)nnc1SCC(=O)Nc1nnc(C)s1	-1	4	-0.3	-0.2
OC(COCc1ccc(Cl)cc1)CN1CCN(c2ccccc2F)CC1 (centres undefined)	-2	4	1.6	-0.1
CCN1CCN(C(c2cc(OC)c(OC)c(OC)c2)c2sc3ncnn3c2O)CC1 (centres undefined)	-4	-1	0.3	-0.3
COc1ccccc1NC(=O)CCCOc1ccc(Cl)cc1Cl	9	-4	-0.9	0.1
C=CCNC(=S)NNC(=S)N=P(N1CCOCC1)(N1CCOCC1)C(C)(C)C	9	5	-0.3	0.0
CCn1c(SCC(=O)NNC(=O)c2ccc(OC)cc2)nnc1C1CC1	4	4	-1.6	-0.3
COc1cccc(C2Nc3cc(C)c(C)cc3NC3=C2C(=O)CC(C)(C)C3)c1OC (centres undefined)	11	1	-1.2	0.2
COC(=O)C1=C(C)N(C)C(=O)NC1c1ccccc1[N+](=O)[O-] (centres undefined)	-12	6	0.6	0.0
CCn1ccnc1CNC(=O)c1cc(COc2ccc(F)cc2F)on1	-5	-12	1.1	-0.2
CN(Cc1ccc(C(=O)NC23CC4CC(CC(C4)C2)C3)c(=O)[nH]1)CC(O)c1ccccc1 (centres undefined)	5	-7	0.3	0.1
CCC(=O)Nc1ccccc1C(=O)OCc1ccc(Br)cc1	-4	-9	-1.4	0.1
CCOc1c(O)ccc(C2NC(=O)NC(C)=C2C(=O)OC)c1[N+](=O)[O-] (centres undefined)	32	7	-0.7	0.1
CC(C)n1cnc2c(NC3CCN(Cc4ccccc4)CC3)nc(N3CCCC3CO)nc21 (centres undefined)	10	36*	-0.6	0.0
CC(C)c1ccccc1OCCCN1CCOCC1	9	8	3.6	0.0
CC(=O)Nc1ccccc1NC(=O)C(C)Oc1ccc(Cl)cc1Cl (centres undefined)	9	1	3.2	-0.1
COC(=O)c1cc(S(=O)(=O)N2CCN(c3cccc(C)c3C)CC2)cn1C	-5	-2	2.9	-0.2
CCN1C(=O)CC(C(=O)OC)C12CCN(CCC(C)C)CC2 (centres undefined)	-1	-11	-1.1	-0.1
CCOc1ccc(NC(=O)CSc2nc3ccccc3c(=O)n2C(CC)Cc2ccccc2)cc1 (centres undefined)	-8	11	-1.0	-0.1
CC(C)(C)OC(=O)N[C@@H](Cc1ccccc1)c1nc(-c2ccncc2)no1	-2	-9	0.2	-0.1
O=C1C(=O)N(Cc2cccnc2)C(c2ccc3c(c2)OCO3)/C1=C(/O)c1ccc(Cl)cc1 (centres undefined)	12	5	-0.3	0.4

Structures from the list above with a furan ring, fused or not:
SMILES	MITF inh	TEAD-YAP block	GPR151 ag	FBW7 activator
O=C(Nc1cccc(Cl)c1)/C(=C/c1ccccc1)NC(=O)c1ccco1	13	-2	-1.3	0.9
COc1cc(NC(=O)COc2c(C)cc(Cl)cc2Cl)ccc1NC(=O)c1ccco1	13	-7	-1.1	0.8
Nc1nnnn1/N=C/c1ccc(-c2cccc(Cl)c2)o1	-5	-27	0.1	0.2
Cc1ccc(C2C(C#N)=C(SCC(=O)Nc3cccc(Cl)c3)NC3=C2C(=O)CCC3)o1 (centres undefined)	13	-34	0.1	-0.2
COCCn1c(C)cc(/C=C2\SC(=S)N(Cc3ccco3)C2=O)c1C	10	7	-0.5	0.3
